High-throughput results: PubChem BioAssay, National Center for Advancing Translational Sciences (NCATS)
PKM2 activator: qHTS Assay for Activators of Human Muscle isoform 2 Pyruvate Kinase. purified PKM2, Kinase-Glo ATP luminescence, activation; response scale: 0% is enzyme alone, no compound. Potency, µM (highest dose often 57.5 µM), for the others: at the top dose activation, most hits filed as activators. actives 0.34% (n = 260,000); further: potency means the concentration at half of the fitted maximal effect; on the % scale 0 is the no-effect control and ±100 the full control effect; nearly all actives have a fitted effect of over 55% in size
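Purified hPK-M2 (>95%) run at intermediate activity with 0.1 mM ADP and 0.5 mM PEP in 50 mM imidazole pH 7.2, KCl, MgCl2; 1 h room temperature. ATP formed read by Kinase-Glo luminescence; normalized to uninhibited and no-enzyme controls.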
RORgamma inh: qHTS for inhibitors of ROR gamma transcriptional activity | Nuclear receptor ROR-gamma (Mus musculus), P51450 | Drosophila S2 Gal4-RORgamma UAS-luciferase reporter, 20 h | Potency, µM (series often up to 53.6 µM), for inactives: at the highest dose activity change, negative = inhibition, most hits filed as inhibitors | actives 5.4% (n = 310,000) | AID 2551, 2010; further: potency means the concentration at half of the fitted maximal effect; on the % scale 0 is the no-effect control and ±100 the full control effect; nearly all actives have a fitted effect of over 60% in size
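Luminescence from a UAS-regulated Photinus luciferase reporter in stably transfected Drosophila Schneider cells is measured; decreased signal marks ROR gamma inhibition. Fusion expression is induced by 700 uM copper sulfate for 20 hr.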
VP16 counter: VP16 counterscreen qHTS for inhibitors of ROR gamma transcriptional activity. Potency, µM (highest dose often 53.6 µM), without a hit: at the top dose activity, negative = inhibition, actives largely listed as inhibitors. actives 3.5% (n = 310,000). AID 2546, 2010. Drosophila S2 Gal4-VP16 UAS-luciferase, luminescence, 20 h;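 further: Gal4-VP16 expression switched on by copper sulfate through the metallothionein promoter; potency means the concentration at half of the fitted maximal effect; on the % scale 0 is the no-effect control and ±100 the full control effect; nearly all actives have a fitted effect of over 50% in size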
Menin-MLL TR inh: qHTS Assay for Inhibitors Targeting the Menin-MLL Interaction in MLL Related Leukemias: Competition With Texas Red Labeled MLL-derived Mutant Peptide; O00255; Menin + Texas Red MLL mutant peptide, fluorescence polarization; Potency, µM (titrated, usually from 61.6 µM), without a hit: top-dose FP activity change, negative = inhibition, hits mostly inhibitors; actives 0.23% (n = 270,000); active means well fitted inhibition curve with a large enough effect in the polarisation, with a control signal flat, not every such curve was filed as active; inconclusive means small, poorly fitted or top-dose-only effect, or effect the other way, or a change in a side signal; inactive means no such curve, though single readings can be large or run the other way; the % refers to the polarisation; further: potency means the concentration at half of the fitted maximal effect; % of control where 0% means no effect; many of its hits are not listed in these tables
Target sequence (O00255 whole entry, looked up): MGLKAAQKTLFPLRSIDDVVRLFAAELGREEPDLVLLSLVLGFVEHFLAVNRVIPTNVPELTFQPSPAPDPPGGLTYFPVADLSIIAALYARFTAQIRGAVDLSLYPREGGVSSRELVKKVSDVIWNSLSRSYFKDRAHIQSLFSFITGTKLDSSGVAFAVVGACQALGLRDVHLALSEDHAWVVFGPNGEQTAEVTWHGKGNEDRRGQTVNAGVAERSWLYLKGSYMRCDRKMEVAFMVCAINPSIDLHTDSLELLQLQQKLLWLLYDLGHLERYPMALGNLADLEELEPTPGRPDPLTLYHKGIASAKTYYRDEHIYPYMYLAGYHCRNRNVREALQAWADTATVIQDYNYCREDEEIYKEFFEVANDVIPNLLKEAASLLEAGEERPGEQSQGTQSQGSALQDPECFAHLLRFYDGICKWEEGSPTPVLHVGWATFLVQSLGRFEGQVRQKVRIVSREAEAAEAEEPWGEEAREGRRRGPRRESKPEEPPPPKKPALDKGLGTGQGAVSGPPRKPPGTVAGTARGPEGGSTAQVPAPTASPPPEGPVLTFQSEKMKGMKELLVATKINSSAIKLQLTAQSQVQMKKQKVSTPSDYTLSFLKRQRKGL
NPC1 promoter act: qHTS Assay for NPC1 Promoter Activators. Huh7 NPC1 promoter luciferase reporter, 24 h. Potency, µM (titrated, usually from 9.22 µM), for inactives: at the top dose activation, actives largely listed as activators. actives 2.4% (n = 320,000). AID 485313, 2010;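 further: potency means the concentration at half of the fitted maximal effect; % of control where 0% means no effect; nearly all actives have a fitted effect of over 60% in size; reporter is driven by a mutant NPC1 promoter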
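In 1536-well qHTS, Huh7 cells harboring an NPC1 promoter–luciferase construct received compound for 24 h; activation was quantified by luminescence following luciferase reagent addition.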
FLuc modulator: qHTS profiling assay for firefly luciferase inhibitor/activator using purifed enzyme and Km concentrations of substrates (counterscreen for miR-21 project) | Luciferin 4-monooxygenase (Photinus pyralis), P08659 | purified FLuc, Km substrates, luminescence inhibition | Potency, µM (doses to about 57.5 µM), for the others: top-dose activity change, negative = inhibition, hits mostly inhibitors | actives 6.9% (n = 360,000);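 further: potency means the concentration at half of the fitted maximal effect; plate controls were vehicle for no effect and reference inhibitor for full effect; nearly all actives have a fitted effect of over 55% in size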
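Biochemical qHTS of compounds, final roughly 60 µM downward over six points, against 10 nM purified firefly luciferase using Km concentrations of substrates (10 uM D-luciferin, 10 uM ATP) in Tris acetate pH 7.5 buffer; luminescence output.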
Giardia killer: Small Molecules that selectively kill Giardia lamblia: qHTS | Giardia lamblia trophozoite viability | activity change, % at 7.66 µM, hits read low | actives 0.15% (n = 340,000); in the data active means activity change below about -80%; inconclusive means between about -30% and that limit;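 further: parasites exposed to compound for two days anaerobically before the ATP read; on the % scale 0 is the no-effect control and ±100 the full control effect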
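Giardia lamblia trophozoites (100 cells/well) were incubated with compounds for 48 h at 37 deg C under anaerobic conditions. Viability was read as ATP content by one-step luminescence after 15-30 min at room temperature.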
p53 reactivator: qHTS assay for re-activators of p53 using a Luc reporter. Potency, µM (doses to about 92.2 µM), inactives show top-dose activity change, positive = activation, actives largely listed as activators. H1299 p53-A138V BP100-luciferase reporter, luminescence, 24 h. AID 504706, 2011. actives 0.063% (n = 320,000); further: potency means the concentration at half of the fitted maximal effect; % of control where 0% means no effect; nearly all actives have a fitted effect of over 45% in size
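H1299 (p53-null), stable ts p53-A138V + BP100-Luc; 1000 cells/well, Opti-MEM/10% FBS; cpd 4 pt, 1:5; 24 h, 37 deg C, 5% CO2; detection reagent 10 min RT; luminescence.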
BRCA1 expr act: qHTS Assay to Identify Small Molecule Activators of BRCA1 Expression. AID 624202, 2012. Potency, µM (doses to about 46.1 µM), for the others: at the highest dose activation, most hits filed as activators. MCF7-BRCA1-FFLuc reporter, luminescence, 48 h; response scale: scaled: vehicle 0%, 10 µM genistein 100%. actives 1.1% (n = 380,000); further: potency means the concentration at half of the fitted maximal effect; nearly all actives have a fitted effect of over 80% in size; some results filed as inactive show a strong effect at the top dose
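Cells: MCF7-BRCA1-FFLuc, 2000/well. Exposure: 48 h, 37 °C, 5% CO2. Read: luminescence, 15 min post-substrate. Controls: genistein 10 microM (maximal activation), DMSO (neutral).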
Rab9 prom act: qHTS Assay for Rab9 Promoter Activators. Huh7 Rab9 promoter-luciferase reporter, luminescence, 24 h. Potency, µM (series often up to 9.22 µM), inactives show at the highest dose activation, negative = inhibition, most hits filed as activators. actives 2.8% (n = 320,000); further: potency means the concentration at half of the fitted maximal effect; % of control where 0% means no effect; nearly all actives have a fitted effect of over 60% in size
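Huh7 cells stably carrying a Rab9 promoter-luciferase reporter, 1500 cells per well in OP-MEM I with 10% FBS, treated with compound 24 hours at 37C. Luciferase activity read by luminescence after 10 minutes with Amplite reagent.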
ELG1 genotox: qHTS screen for small molecules that induce genotoxicity in human embryonic kidney (HEK293T) cells expressing luciferase-tagged ELG1; HEK293T ELG1-luciferase reporter, luminescence, 16 h; actives 1.3% (n = 330,000); Potency, µM (top dose mostly 46 µM), for inactives: at the highest dose activity change, positive = activation, hits mostly activators; AID 504466, 2011; further: potency means the concentration at half of the fitted maximal effect; % of control where 0% means no effect; nearly all actives have a fitted effect of over 60% in size
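HEK293T cells expressing luciferase-tagged ELG1 were exposed to compound or DMSO vehicle for 16 hr at 37 °C and 5% CO2. Luciferase activity was then measured with ONE-Glo after 30 min at room temperature.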
* hit, by the source's call; ? = inconclusive; . = not tested or not shown; [ ] = another dose, or the depositor's remark. Unless noted, the call rests on the fitted dose curve; in most records, active means well fitted curve in the direction sought with a large enough effect; inconclusive means small, poorly fitted or top-dose-only effect, or another doubt; inactive means no such curve, though single readings can be large; an effect the other way counts as inactive or inconclusive. The list is partial, so the mix of outcomes need not match the whole.

SMILES	PKM2 activator	RORgamma inh	VP16 counter	Menin-MLL TR inh	NPC1 promoter act	FLuc modulator	Giardia killer	p53 reactivator	BRCA1 expr act	Rab9 prom act	ELG1 genotox
Cc1ccc(NC(=O)/C=C/c2cccc(C(F)(F)F)c2)cc1	19%	?	0%	9%	-3%	?	-6	5%	2%	7%	-2%
CCc1cc2c(CN(C)Cc3ccccc3F)cc(=O)oc2cc1O	-2%	-2%	-26%	-6%	-1%	-2%	-11	1%	-62%	-4%	-16%
CCC(NC(=O)OC(C)(C)C)C(=O)Oc1ccc2c3c(c(=O)oc2c1)CCC3 (configuration not stated)	-5%	0%	-2%	4%	2%	-19%	-2	0%	11%	-5%	8%
Cc1ccc(S(=O)(=O)N2CCN(CC(=O)Nc3ccc4c(c3)CCC4)CC2)cc1C	0%	21%	-9%	-10%	-2%	-1%	20	-4%	-71%	-6%	-5%
CC(=O)c1ccc(OCc2cc(=O)n3ccsc3n2)cc1	-4%	-33%	-23%	-11%	?	?	68[activator]	29%	72%	4µM*	?
CNc1nc(C(=O)O)nc(N2CCOCC2)n1	4%	8%	1%	4%	0%	1%	4	-5%	10%	1%	3%
COc1ccccc1-c1cc(C(=O)NCc2ccc(Cl)cc2)no1	0%	37%	-1%	.	-3%	?	-4	-2%	2%	5%	4%
COc1cc(NC(=O)COC(=O)CNC(=O)c2ccc(C)cc2)c(C)cc1[N+](=O)[O-]	-6%	28%	-25%	30%[activator]	2%	-14%	2	-2%	1%	-9%	2%
Cc1ccc(S(=O)(=O)N[C@@H](C)C(=O)N2CCC(C(=O)N[C@@H](Cc3ccccc3)C(=O)O)CC2)cc1	2%[0.46 µM]	-5%	-12%	8%	-1%	4%	7	3%	6%	4%	4%
O=C(C[n+]1cc(Br)cc(Br)c1)c1ccc(-c2ccccc2)cc1	.	18%	2%	?	-2%	?	2	6%	-42%	1%	0%
COc1ccc(Oc2coc3cc(O)ccc3c2=O)cc1	2%[11.5 µM]	?	-16%	0%	-3%	?	6	5%	54%	4%	7%
COc1ccc([C@H]2[C@H](C(=O)OC(C)(C)C)N3N=Cc4ccccc4C3C23C(=O)c2ccccc2C3=O)cc1OC (some centres not stated)	12%	13%	3%	10%	0%	15µM*	-3	-4%	-21%	-2%	-2%
O=C(c1ccco1)N1CCN(Cc2cc(=O)c(OCc3ccccc3)co2)CC1	.	.	.	.	6%	-2%	-9	6%	15%	-9%	-2%
Cc1ccc(S(=O)(=O)Nc2ccccc2C(=O)NCC2CCCO2)cc1 (configuration not stated)	0%	13%	4%	19%	2%	3%	-18	-10%	1%	1%	-4%
O=C(Cc1csc(NC(=O)Nc2cccc(Cl)c2)n1)NC1CCCC1	.	.	.	.	26%	?	-2	17%	-22%	1%	-6%

Marked active in Rab9 prom act, among the entries above:
SMILES	RORgamma inh	Menin-MLL TR inh	NPC1 promoter act	p53 reactivator	BRCA1 expr act	Rab9 prom act
CC(=O)c1ccc(OCc2cc(=O)n3ccsc3n2)cc1	-33%	-11%	?	29%	72%	4µM*

The listing picks up with the three entries that preceded the break.
SMILES	PKM2 activator	RORgamma inh	VP16 counter	Menin-MLL TR inh	NPC1 promoter act	FLuc modulator	Giardia killer	p53 reactivator	BRCA1 expr act	Rab9 prom act	ELG1 genotox
O=C(c1ccco1)N1CCN(Cc2cc(=O)c(OCc3ccccc3)co2)CC1	.	.	.	.	6%	-2%	-9	6%	15%	-9%	-2%
Cc1ccc(S(=O)(=O)Nc2ccccc2C(=O)NCC2CCCO2)cc1 (configuration not stated)	0%	13%	4%	19%	2%	3%	-18	-10%	1%	1%	-4%
O=C(Cc1csc(NC(=O)Nc2cccc(Cl)c2)n1)NC1CCCC1	.	.	.	.	26%	?	-2	17%	-22%	1%	-6%
COc1ccc(Cc2nnc3c4cnn(C)c4ncn23)cc1	?	40%	6%	-2%	1%	-5%	-16	5%	0%	-4%	3%
O=C(CCc1ccc(S(=O)(=O)NC2CCCCC2)cc1)NCc1ccc(Cl)cc1	1%	?	7%	2%	-2%	0%	3	-6%	-33%	-1%	-2%
CCN(CC)C(=O)c1ccc2c(c1)N(Cc1ccccc1)C(=O)CS2=O (configuration not stated)	-1%	-5%	5%	9%	-4%	0%	-8	3%	-23%	-6%	1%
O=C1CCCN1c1cc(Cl)ccc1Cl	7%	-20%[0.365 µM]	.	-7%	-2%	-9%	4	9%	-24%	-3%	-2%
COc1ccc(NC(=O)/C(C#N)=C/c2ccc[nH]2)c(OC)c1	-2%	-25%	-10%	.	3.2µM*	-2%	23	7%	-3%	?	14%
Cc1noc(C)c1C(=O)NCc1ccccc1F	-18%	-3%	3%	13%	1%	-1%	1	0%	12%	-4%	2%
CCOC(=O)C1=C(C)N(CC(C)C)C(=O)/C1=C\c1cccs1	-2%	-2%	-3%	.	-2%	2%	-3	3%	-4%	2%	-4%
O=S(=O)(NCCCNS(=O)(=O)c1c(F)cccc1F)c1ccc2c(c1)OCCO2	.	.	.	.	1%	-2%	-23	0%	7%	1%	3%
Cc1oc(-c2ccccc2F)nc1CS(=O)CC(=O)NCc1ccc(F)cc1 (configuration not stated)	2%	-24%	4%	-15%	-1%	1%	-28	6%	-11%	6%	1%
CCC(=O)Oc1ccc(C(=O)Nc2ccc3c(c2)C(=O)N(C2CCCCC2)C3=O)cc1	-1%	10%	?	?	-2%	0%	-18	-2%	-64%	-2%	-5%
COCCN(C(=O)COC(=O)CCC1CCCC1)c1c(N)n(Cc2ccccc2)c(=O)[nH]c1=O	.	.	.	.	-1%	0%	-16	-7%	-17%	-5%	-1%
Cn1nc(C(C)(C)C)cc1C(=O)Sc1cccc(Br)c1	2%	?	-18%	.	-6%	3%	-12	4%	0%	-4%	-5%
O=C(Cc1ccc(Br)cc1)OCC(=O)c1ccc2c(c1)OCCO2	2%	30%	2%	7%	-4%	17µM*	2	5%	19%	-2%	4%
NC(=O)C1CCN(C(=O)CC2(CC(=O)O)CCCC2)CC1	-4%	17%	-2%	1%	-1%	1%	8	14%	-5%	-1%	2%
Cc1ncc([N+](=O)[O-])n1CC(=O)NCc1ccccc1	2%	1%	4%	2%	-1%	4%	5	-6%	0%	0%	0%
CN(CC(=O)N1CCc2ccccc2C1)S(=O)(=O)c1ccc2c(c1)c(=O)n(C)c(=O)n2C	-3%	31%	-4%	-1%	1%	5%	10	0%	0%	-3%	-1%
COc1ccc(OC)c(N2C(=O)C(Cl)=C(N3CCOCC3)C2=O)c1	24%	?	-12%	-1%	-3%	2%	?	-2%	-1%	0%	0%
Cc1ccc(S(=O)(=O)N2CCN(CC(O)COc3ccccc3)CC2)cc1 (configuration not stated)	4%	11%	-2%	-9%	-1%	0%	6	-2%	-5%	-1%	-19%
CC(=O)NNc1cc(C)nc(NS(=O)(=O)c2ccc(C)cc2)n1	1%	.	.	-1%	7%	-1%	-5	.	2%	5%	0%
O=C(OCCCN=C1NS(=O)(=O)c2ccccc21)c1ccc(F)cc1	-1%	?	2%	4%	1%	1%	-1	-2%	-58%	-2%	0%
COc1ccc(S(=O)(=O)N2CCOCC2)cc1NC(=O)c1ccc2c(c1)OCO2	.	.	.	.	-3%	.	4	3%	-4%	-7%	0%
Cc1cc(NC(=O)CCC(=O)N(CC(=O)NC2CCCC2)Cc2ccco2)no1	1%	?	0%	.	-2%	5%	-11	-6%	-9%	-3%	0%
